Assay outcomes from PubChem BioAssay.
Rac1 wt GTP bind = wildtype Rac1 GTP binding modulators, primary screen, biochemical, GST-Rac1 beads, flow cytometry, multiplex | Ras-related C3 botulinum toxin substrate 1 (Homo sapiens), P63000 | fluorescent GTP binding; actives lie on both sides; 0 = cold GTP competed, 100 = untreated | GTP binding activity (% of control), % at 10 µM | 0.27% of 190,000 active;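 active = GTP binding activity at least 20 points away from the 100% control level, either lower or higher; inconclusive = compound flagged as likely green fluorescent, judged across all proteins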
Rab7 wt GTP bind = modulators of GTP binding to Rab7, primary screen, biochemical, wildtype, multiplex bead flow cytometry; Rab7 GTPase wild type (dog), Bodipy-FL-GTP binding; GST-Rab7 beads, fluorescent GTP binding; actives lie on both sides; untreated = 100%, excess cold GTP = 0%; GTP binding activity (percent of control), % at 10 µM; 0.055% of 190,000 active; AID 758, 2007;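 active = fluorescent GTP binding to Rab7 beads changed by at least 20 points from the 100% baseline, either direction, mostly lower; inconclusive = compound itself probably fluorescent, or too few beads counted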;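 note: median green fluorescence of bound Bodipy-FL-GTP per Rab7 bead population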
Pf gametocyte = late stage P. falciparum gametocyte viability inhibitors, primary screen, ATP luminescence, HTS; P. falciparum stage V gametocytes, 24 h; inhibition, % at 10.9 µM; 0.065% of 150,000 active; AID 743093, 2013;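 active = inhibition above the mean plus 3 SD of compounds within the control limits, set per campaign, cut at about 38% in these data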;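 note: 0% = DMSO wells and 100% = medium only without gametocytes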
ABCG2 inh = ABCG2 efflux pump inhibitors, primary screen, multiplex with ABCB1, IgMXP3 cells, flow cytometry. JC-1 efflux. inhibition, % at 6.6 µM. 0.1% of 190,000 active. AID 1325, 2008;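 active = inhibition above 80%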;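 note: 0% = DMSO and 100% = nicardipine control wells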
Target sequence (Q9UNQ0 whole entry, looked up): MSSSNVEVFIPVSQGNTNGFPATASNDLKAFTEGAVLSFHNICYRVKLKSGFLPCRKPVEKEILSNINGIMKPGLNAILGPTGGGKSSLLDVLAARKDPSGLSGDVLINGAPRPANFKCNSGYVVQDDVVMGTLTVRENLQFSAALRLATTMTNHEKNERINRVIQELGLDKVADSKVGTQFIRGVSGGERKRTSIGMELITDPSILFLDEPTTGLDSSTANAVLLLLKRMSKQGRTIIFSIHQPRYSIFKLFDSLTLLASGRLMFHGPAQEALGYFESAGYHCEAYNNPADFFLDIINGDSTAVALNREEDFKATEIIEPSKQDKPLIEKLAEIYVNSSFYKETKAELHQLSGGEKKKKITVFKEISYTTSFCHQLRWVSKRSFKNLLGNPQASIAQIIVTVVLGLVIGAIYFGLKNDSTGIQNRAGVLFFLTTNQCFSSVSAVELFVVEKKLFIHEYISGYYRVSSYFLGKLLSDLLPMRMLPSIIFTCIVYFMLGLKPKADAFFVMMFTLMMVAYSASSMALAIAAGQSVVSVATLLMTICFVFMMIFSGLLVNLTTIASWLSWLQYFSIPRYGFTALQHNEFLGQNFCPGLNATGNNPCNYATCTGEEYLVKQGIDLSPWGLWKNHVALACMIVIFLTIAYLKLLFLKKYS
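Test system: IgMXP3 (ABCG2) plus far-red-tagged CCRF-Adr (ABCB1) cells. Reagent: JC-1 dye as substrate. Timing: 10 min exposure at 25 °C with rotation, no wash. Measured by: flow cytometric JC-1 green MFI at 530 nm. Read-out: percent efflux inhibition, scaled nicardipine 100% to DMSO 0%. Control set: nicardipine and DMSO wells.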
ABCB1 inh = ABCB1 efflux pump inhibitors, primary screen, cell-based, multiplex, flow cytometry, ABCG2 counter-screen | inhibition, % at 6.6 µM | 0.067% of 190,000 active | CCRF-Adr cells, JC-1 efflux | ATP-dependent translocase ABCB1 (Homo sapiens), P08183; in the data active = inhibition above about 40%;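 note: 0% = vehicle and 100% = reference inhibitor; higher value means more JC-1 retained so stronger ABCB1 efflux block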
GSH fluor = compound fluorescence on glutathione beads, profiling panel, artefact control, biophysical, 488/530 nm, flow cytometry. fluorescence (KMESF) at 10 µM. 0.25% of 190,000 active. GSH beads flow cytometry, compound fluorescence 488/530 nm; stronger effect = higher value. AID 1776, 2009; in the data active = fluorescence above about 89;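 note: glutathione beads carrying GST-tagged Bcl family fusion proteins plus one bare bead set; values are compound well signal with DMSO vehicle wells as background; inactives centre near 16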
Avidin bead fluor = green autofluorescence of compounds with avidin beads – biophysical, 488/530 nm, flow cytometry, artefact control, profiling panel. compound fluorescence 488/530 nm; stronger effect = higher value. fluorescence (KMESF) at 10 µM. 0.38% of 220,000 active. AID 1775, 2009; in the data active = fluorescence above about 47; note: inactives centre near 10
Rac1 mut GTP = GTP binding modulators of activated mutant Rac1, primary screen, biochemical, bead-based flow cytometry, multiplex, fluorescent GTP | Ras-related C3 botulinum toxin substrate 1 (Homo sapiens), P63000 | GST-Rac1 activated beads; actives lie on both sides; 100% means binding = to untreated wells | percent activity (GTP binding), % at 10 µM | 0.11% of 190,000 active;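 active = GTP binding at least 20 percentage points away from the 100% baseline, in either direction, so actives lie on both sides; inconclusive = Compound likely fluorescent itself, or too few beads counted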
HRas wt GTP = modulators of GTP binding to HRas wildtype, primary screen, biochemical, bead-based flow cytometry, multiplex; GTPase HRas (Homo sapiens), P01112; GST-Ras wt beads, Bodipy-FL-GTP binding; actives lie on both sides; GTP binding activity, % at 10 µM; 0.14% of 190,000 active;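 active = GTP binding activity at least 20% away from the 100% baseline, either lowered as inhibitor or raised as activator; inconclusive = flagged as likely green fluorescent, judged across all proteins in the well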;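 note: 0% = unlabeled GTP competition control and 100% = no-compound control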
Target sequence (P01112 whole entry, looked up): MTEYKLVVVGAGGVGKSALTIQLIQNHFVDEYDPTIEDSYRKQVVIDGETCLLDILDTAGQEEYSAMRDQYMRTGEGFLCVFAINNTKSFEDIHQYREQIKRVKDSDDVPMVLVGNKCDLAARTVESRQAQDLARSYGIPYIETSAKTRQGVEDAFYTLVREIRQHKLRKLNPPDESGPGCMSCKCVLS
Cdc42 wt GTP = modulators of GTP binding to wildtype Cdc42, primary screen, biochemical, multiplex bead flow cytometry, Bodipy-GTP | Cell division control protein 42 homolog (Homo sapiens), P60953 | GST-Cdc42 beads; actives lie on both sides | percent activity (GTP binding), % at 10 µM | 0.2% of 190,000 active | AID 761, 2007;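 active = percent activity GTP binding at least 20 points away from the 100% baseline, either down as inhibitor or up as activator; inconclusive = compound flagged as likely green fluorescent from well-wide comparison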;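 note: median bead fluorescence of bound Bodipy-FL-GTP at 100 nM; 0% = excess unlabeled GTP control and 100% = no compound control; below 100% means less GTP binding so inhibitor and above means activator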
Target sequence (P60953 whole entry, looked up): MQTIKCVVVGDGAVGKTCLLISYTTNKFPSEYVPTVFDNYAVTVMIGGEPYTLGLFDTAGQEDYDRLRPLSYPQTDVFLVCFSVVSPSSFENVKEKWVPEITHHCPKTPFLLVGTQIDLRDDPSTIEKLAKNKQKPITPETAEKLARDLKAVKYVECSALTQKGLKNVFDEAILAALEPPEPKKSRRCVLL
Rab2 wt GTP = modulators of GTP binding to Rab2A wildtype, primary screen, biochemical, dog, bead-based flow cytometry, multiplex; Ras-related protein Rab-2A (Canis lupus familiaris), P61105; GST-Rab2 wt beads, Bodipy-GTP binding; GTP binding activity, % at 10 µM; 0.19% of 190,000 active;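 active = GTP binding activity at least 20 points away from 100%, either lowered or raised; inconclusive = signal likely due to the compound's own green fluorescence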;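 note: 0% = beads with excess unlabeled GTP and 100% = no-compound control corrected for plate trend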
An asterisk follows results filed as active; ? = inconclusive; . = not tested or not shown.

#	SMILES	ABCB1 inh	GSH fluor	Rac1 wt GTP bind	Avidin bead fluor	Rac1 mut GTP	Cdc42 wt GTP	Rab7 wt GTP bind	Pf gametocyte	ABCG2 inh	HRas wt GTP	Rab2 wt GTP
1	Cc1ccnc(NC(=O)C2(c3cccs3)CCOCC2)c1	0.5	16	103	15	100	102	99	-14	-4	101	99
2	O=C(/C=C/c1ccccc1)Nc1scc(-c2ccccc2)c1C(=O)O	-0.5	20	97	11	95	94	94	7	-1	94	96
3	COCCCNC(=O)CCn1c(=O)c2ccccc2n(CC(=O)Nc2c(C)cccc2C)c1=O	0.5	35	102	5	98	101	100	.	2	101	99
4	Cc1ccc(NC(=O)CSc2n[nH]c(-c3ccncc3)n2)cc1	0.2	30	102	6	97	103	94	.	1	100	97
5	O=C(Nc1cc(S(=O)(=O)Nc2ccc(Cl)cc2)ccc1O)c1ccc(S(=O)(=O)N2CCCCCC2)cc1	-1.0	21	97	9	86	92	102	6	-6	91	91
6	CCc1c(O)nc(SC2CC(=O)N(c3ccccc3)C2=O)[nH]c1=O (stereo not given)	0.7	10	99	18	97	102	98	.	5	101	97
7	COCCN(C(=O)c1ccco1)c1nnc(-c2ccc(OC)c(OC)c2)s1	0.9	17	105	7	100	101	99	.	0	103	101
8	CCOC(=O)c1sc(N/N=C/c2ccccc2)nc1C	-9.0	11	103	6	97	101	101	-7	-1	103	100
9	CCCc1nc2ccccc2n1Cc1ccccc1OC	0.1	11	101	3	96	100	99	13	0	98	96
10	CCN(CC)C(=O)CSc1nc2ccccc2c(=O)n1-c1ccccc1OC	2.4	26	103	6	101	105	101	-43	4	103	101
11	COc1ccc(NC2c3ccccc3C(=O)N2c2ccccn2)cc1Cl (stereo not given)	0.1	18	99	7	96	99	99	.	3	100	100
12	CCOc1ccc(CN2C(=O)c3ccccc3C2=O)cc1C(=O)Nc1nnc(SCC)s1	1.4	22	104	10	100	104	98	-5	1	99	100
13	Cc1cccc(NC(=O)C(=O)NCc2ccccn2)c1	-0.3	20	100	10	99	103	99	17	-1	102	104
14	CC1CCN(C(=O)CSc2nnc(CNC(=O)c3ccco3)o2)CC1	0.6	40	100	5	98	101	99	.	2	100	100
15	Cc1ccc2nc(NC(=O)CSc3nc4ccccc4o3)sc2c1	-0.6	36	103	7	101	104	101	.	-1	103	103
16	Cc1cc(Cl)ccc1OCC(=O)NCCCn1ccnc1	0.4	11	104	4	101	98	100	-40	13	97	102
17	COc1ccc(/C=N/NC(=O)CNC(=O)C2COc3ccccc3O2)cc1OC (stereo not given)	-1.4	11	100	14	97	101	94	-2	1	99	97
18	CC1CCCC(NC(=O)COC(=O)Cc2ccc(Br)cc2)C1C (stereo not given)	-0.2	18	96	8	93	94	100	11	-1	93	94
19	Cn1c(=O)c(=O)n(C)c2cc(S(=O)(=O)Nc3ccc(OC(F)(F)F)cc3)ccc21	0.7	32	101	7	99	101	102	-4	2	102	100
20	Cc1nn(Cc2ccccc2Cl)c(C)c1C(=O)NCCN1C(=O)S/C(=C\c2ccccc2)C1=O	1.5	5	106	3	100	102	103	-10	2	100	100
21	CC(C)C(=O)N1CCN(c2ccccc2NC(=O)c2ccc(C#N)cc2F)CC1	3.3	9	105	12	98	105	99	2	14	98	100
22	CCOC(=O)c1cc(CC)sc1/N=C/C1C(=O)CCCC1=O	1.0	14	96	13	95	94	90	-1	6	94	95
23	Cn1c(=O)[nH]c(=O)c2c1nc(N1CCOCC1)n2CC(=O)c1ccccc1	0.0	23	94	9	94	93	92	-2	1	93	94
24	CCc1ccc(N2CC(C(=O)NCc3ccco3)CC2=O)cc1 (stereo not given)	-0.4	22	105	20	100	104	98	.	0	104	102
25	O=C(NCC(=O)N1CCN(c2ncccn2)CC1)c1cccs1	0.5	20	102	10	101	105	99	.	2	104	104

Copied from the list:
entry 8 @ GSH fluor: 11
entry 24 @ ABCB1 inh: -0.4
entry 18 @ HRas wt GTP: 93

More structures follow.
#	SMILES	ABCB1 inh	GSH fluor	Rac1 wt GTP bind	Avidin bead fluor	Rac1 mut GTP	Cdc42 wt GTP	Rab7 wt GTP bind	Pf gametocyte	ABCG2 inh	HRas wt GTP	Rab2 wt GTP
26	CCOC(=O)C1=C(C)C(c2cccc(Oc3ccccc3)c2)NC(=S)N1 (stereo not given)	1.2	9	99	5	100	97	102	13	4	99	96
27	O=C(NCCCN1CCOCC1)/C(=C/c1ccc(F)cc1)NC(=O)c1ccccc1	0.0	12	97	9	96	95	103	.	-1	98	98
28	CN(C)c1nccc(NCc2ccccc2)c1C#N	0.3	68	101	11	98	99	99	21	3	97	98
29	Cc1cc(NC(=O)C2CCCCC2C(=O)O)no1 (stereo not given)	-0.9	36	103	15	101	104	97	-9	-6	99	101
30	COc1cc(OC)c(NC(=O)c2ccc(F)cc2)cc1Cl	0.0	11	100	8	97	98	95	10	-1	99	97
31	C/C(=N\NC(=O)C1CC1)c1ccc(N2CCOCC2)cc1	0.5	12	98	25	95	94	99	.	2	96	93
32	C[n+]1c2n(c3ccccc31)N=C(c1ccc(-c3ccccc3)cc1)CS2	-0.4	14	97	10	94	91	99	-19	-1	94	93
33	COCCNS(=O)(=O)c1ccc(OCC(=O)OC)c(Cl)c1	-0.2	42	103	11	96	96	98	3	1	103	99
34	O=C(CCN1C(=O)COc2ccccc21)NCc1cccs1	0.2	33	?	10	?	?	?	.	1	?	?
35	COc1cccc(N(CC(=O)O)S(=O)(=O)c2ccccc2)c1	-0.5	33	109	13	101	105	104	.	-8	103	103
36	O=C1CSC(=NC2CCCCC2)N1	0.2	18	100	3	99	100	98	.	1	100	98
37	CCOC(=O)C1(Cc2cccc(F)c2)CCN(C(=O)c2cnc(C)cn2)CC1	0.5	23	99	7	94	97	96	-12	1	96	95
38	O=C(COc1ccc(Cl)cc1)NCc1nnc(SCC(=O)N2CCCC2)o1	0.6	20	104	12	96	99	107	14	2	103	103
39	COC(=O)C1=C(C)N(C)C(=S)N(C)C1c1ccc(OC)cc1 (stereo not given)	0.1	12	95	9	94	92	94	-11	0	96	94
40	O=C(Cn1nc(C(F)(F)F)c2c1CCC2)Nc1ccccc1C(F)(F)F	0.4	19	98	21	97	100	96	-21	3	98	99
41	COCC(=O)N(C)c1nnc(-c2ccccn2)s1	0.6	20	106	46	101	103	100	-19	3	103	100
42	CCOc1cc(C(=O)NC)cc(Br)c1OC	1.0	13	97	9	96	97	95	.	13	96	96
43	CN(C(=O)c1cccnc1)c1nnc(-c2ccccn2)s1	0.1	12	93	32	94	96	94	-9	3	96	92
44	CCC(=O)NCCCCCCCCCNC(=O)CC	0.3	6	105	3	101	102	105	.	0	103	105
45	COc1ccccc1-c1cc(C(=O)NCCN2CCOCC2)no1	1.2	23	105	10	102	105	99	5	18	100	103
46	CCN1CCN(c2ccc(S(=O)(=O)N3CCCC3)cn2)CC1	0.0	12	99	11	98	99	97	-6	-1	97	98
47	Cn1cc(C(=O)N/N=C/C=C/c2ccccc2)ccc1=O	0.2	13	102	14	101	100	98	.	7	100	100
48	COc1cccc(C2C3=C(CC(C)(C)CC3=O)Nc3n[nH]c(C)c32)c1 (stereo not given)	0.2	28	102	10	101	102	98	0	1	99	100
49	C=CCn1c(SCC(=O)Nc2ccc(-c3nc4ccc(C)cc4s3)cc2)nnc1-c1ccncc1	-0.6	12	101	13	96	98	105	.	1	101	99
50	Cc1cccc(NC(=S)NCCN2CCOCC2)c1	-0.2	10	104	3	101	99	97	-11	-1	100	98
51	N#Cc1c(NC(=O)C2CC(c3ccccc3Cl)=NO2)sc2c1CCC2 (stereo not given)	0.3	6	102	7	96	101	98	.	1	100	97
52	CC(NC(=O)CCCCCN1C(=O)c2ccccc2C1=O)c1ccc2c(c1)CCCC2 (stereo not given)	-0.2	25	93	14	92	92	93	0	4	96	95
53	CCOC(=O)c1sc(=S)n(-c2cccc(OC)c2)c1N	0.3	11	103	5	98	101	96	.	2	99	98

Limited to HRas wt GTP, ABCG2 inh and Rac1 wt GTP bind, for some of the entries so far:
| cpd | SMILES | HRas wt GTP | ABCG2 inh | Rac1 wt GTP bind |
| --- | --- | --- | --- | --- |
| 3 | COCCCNC(=O)CCn1c(=O)c2ccccc2n(CC(=O)Nc2c(C)cccc2C)c1=O | 101 | 2 | 102 |
| 4 | Cc1ccc(NC(=O)CSc2n[nH]c(-c3ccncc3)n2)cc1 | 100 | 1 | 102 |
| 43 | CN(C(=O)c1cccnc1)c1nnc(-c2ccccn2)s1 | 96 | 3 | 93 |
| 19 | Cn1c(=O)c(=O)n(C)c2cc(S(=O)(=O)Nc3ccc(OC(F)(F)F)cc3)ccc21 | 102 | 2 | 101 |
| 15 | Cc1ccc2nc(NC(=O)CSc3nc4ccccc4o3)sc2c1 | 103 | -1 | 103 |
| 52 | CC(NC(=O)CCCCCN1C(=O)c2ccccc2C1=O)c1ccc2c(c1)CCCC2 (stereo not given) | 96 | 4 | 93 |

Sorted by count of non-hydrogen atoms (rising): 5 of the compounds above
#	SMILES	ABCB1 inh	GSH fluor	Rac1 wt GTP bind	Avidin bead fluor	Rac1 mut GTP	Cdc42 wt GTP	Rab7 wt GTP bind	Pf gametocyte	ABCG2 inh	HRas wt GTP	Rab2 wt GTP
36	O=C1CSC(=NC2CCCCC2)N1	0.2	18	100	3	99	100	98	.	1	100	98
41	COCC(=O)N(C)c1nnc(-c2ccccn2)s1	0.6	20	106	46	101	103	100	-19	3	103	100
45	COc1ccccc1-c1cc(C(=O)NCCN2CCOCC2)no1	1.2	23	105	10	102	105	99	5	18	100	103
32	C[n+]1c2n(c3ccccc31)N=C(c1ccc(-c3ccccc3)cc1)CS2	-0.4	14	97	10	94	91	99	-19	-1	94	93
37	CCOC(=O)C1(Cc2cccc(F)c2)CCN(C(=O)c2cnc(C)cn2)CC1	0.5	23	99	7	94	97	96	-12	1	96	95
